# From PubChem
# 12-LOX inh: Primary qHTS assay for inhibitors of human arachidonate 12S-lipoxygenase (ALOX12): Round 2. 1.1% of 580,000 active. purified 12hLO, xylenol orange hydroperoxide absorbance. Potency, µM (doses to about 108 µM), for the others: top-dose activity change, negative = inhibition, most hits filed as inhibitors. Polyunsaturated fatty acid lipoxygenase ALOX12 (Homo sapiens), P18054. AID 1671190, 2021; further: on the % scale 0 is the no-effect control and ±100 the full control effect
#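 Hydroperoxide product was detected by ferrous iron/xylenol orange as the 573 to 405 nm absorbance ratio. Arachidonic acid at 40 uM (final) was turned over for 30 min at room temperature by 150 nM human 12hLO, pH 7.0 Hepes buffer, after 15 min compound preincubation.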
# HP1b binding inh: HTS for Inhibitors of HP1-beta Chromodomain Interactions with Methylated Histone Tails. 0.56% of 390,000 active. AlphaScreen HP1-beta / biotin-H3K9me3 peptide binding. Potency, µM (doses to about 114 µM), inactives show at the top dose activity change, negative = inhibition, hits mostly inhibitors; further: nearly all actives have a fitted effect of over 70% in size; inactives centre near 23
#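 Compound inhibition of the preformed complex between 50 nM HP1-beta and 50 nM biotinylated H3K9me3 peptide was read by AlphaScreen. Buffer was PBS pH 7.4 with 0.01% Tween-20. Incubations ran 30 min at room temperature, with 10 ug/mL donor/acceptor beads.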
# Tb PGK inh: qHTS Assay to Find Inhibitors of Phosphoglycerate Kinase; Phosphoglycerate kinase, glycosomal (Trypanosoma brucei brucei), P07378; PGK/GAPDH coupled, Kinase-Glo luminescence, 60 min; Potency, µM (series often up to 57.5 µM), inactives show at the highest dose activity change, negative = inhibition, usual class: inhibitors; 0.043% of 380,000 active; AID 602233, 2012; further: on the % scale 0 is the no-effect control and ±100 the full control effect; nearly all actives have a fitted effect of over 60% in size
# Target sequence (P07378 whole entry, looked up): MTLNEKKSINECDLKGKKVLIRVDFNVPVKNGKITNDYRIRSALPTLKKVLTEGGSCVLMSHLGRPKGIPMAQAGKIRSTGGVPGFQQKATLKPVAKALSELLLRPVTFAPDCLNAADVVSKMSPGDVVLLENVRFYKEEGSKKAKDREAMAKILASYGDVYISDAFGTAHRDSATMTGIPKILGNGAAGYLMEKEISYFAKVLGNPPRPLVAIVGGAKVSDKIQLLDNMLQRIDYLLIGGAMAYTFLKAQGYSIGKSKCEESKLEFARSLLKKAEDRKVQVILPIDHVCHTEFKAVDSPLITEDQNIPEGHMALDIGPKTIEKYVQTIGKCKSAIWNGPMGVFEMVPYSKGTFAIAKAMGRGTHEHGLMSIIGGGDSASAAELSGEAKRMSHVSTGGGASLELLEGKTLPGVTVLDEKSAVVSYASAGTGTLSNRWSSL
#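 Luminescent ATP detection (Kinase-Glo Plus) follows a 60-minute room-temperature incubation, with wells lacking PGK as controls. Buffer: 100 mM TEA (pH 7.6), 5 mM MgCl2, 0.01% Tween-20. Coupling enzyme GAPDH (100 nM final) supplies unstable 1,3-BPG in-well.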
# RGS4 inh: Inhibitors of Regulator of G Protein Signaling (RGS) 4: qHTS. Regulator of G-protein signaling 4 (Homo sapiens), P49798. Transcreener GDP fluorescence polarization, RGS4-accelerated GTP hydrolysis. Potency, µM (titrated, usually from 114 µM), for the others: at the highest dose activity change, negative = inhibition, usual class: inhibitors. 0.039% of 390,000 active. AID 504845, 2011; further: on the % scale 0 is the no-effect control and ±100 the full control effect; nearly all actives have a fitted effect of over 75% in size; some results filed as inactive show a strong effect at the top dose
#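 MLSMR compounds (23 nl, pin-transferred) preincubated 10 min at room temperature with a 500nM (2x) first reagent, then RGS4 at 900nM (2x) plus Transcreener GDP mix added; fluorescence polarization (620/688 nm) read before and after 90 min at 30 °C.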
# JMJD2A Tudor inh: qHTS Assay for Inhibitors of JMJD2A-Tudor Domain; Lysine-specific demethylase 4A (Homo sapiens), O75164; AlphaScreen JMJD2A-Tudor / H3K4me3 peptide binding; Potency, µM (series often up to 114 µM), inactives show top-dose activity change, negative = inhibition, actives largely listed as inhibitors; 4.4% of 390,000 active; AID 504339, 2011; further: on the % scale 0 is the no-effect control and ±100 the full control effect; nearly all actives have a fitted effect of over 50% in size
# GLS inh: qHTS for Inhibitors of Glutaminase (GLS) | AID 624170, 2012 | Glutaminase kidney isoform, mitochondrial (Homo sapiens), O94925 | Potency, µM (titrated, usually from 45.5 µM), for the others: at the top dose activity change, negative = inhibition, most hits filed as inhibitors | 0.21% of 410,000 active | GLS enzymatic activity, qHTS titration; further: on the % scale 0 is the no-effect control and ±100 the full control effect
# Target sequence (O94925 whole entry, looked up, canonical isoform): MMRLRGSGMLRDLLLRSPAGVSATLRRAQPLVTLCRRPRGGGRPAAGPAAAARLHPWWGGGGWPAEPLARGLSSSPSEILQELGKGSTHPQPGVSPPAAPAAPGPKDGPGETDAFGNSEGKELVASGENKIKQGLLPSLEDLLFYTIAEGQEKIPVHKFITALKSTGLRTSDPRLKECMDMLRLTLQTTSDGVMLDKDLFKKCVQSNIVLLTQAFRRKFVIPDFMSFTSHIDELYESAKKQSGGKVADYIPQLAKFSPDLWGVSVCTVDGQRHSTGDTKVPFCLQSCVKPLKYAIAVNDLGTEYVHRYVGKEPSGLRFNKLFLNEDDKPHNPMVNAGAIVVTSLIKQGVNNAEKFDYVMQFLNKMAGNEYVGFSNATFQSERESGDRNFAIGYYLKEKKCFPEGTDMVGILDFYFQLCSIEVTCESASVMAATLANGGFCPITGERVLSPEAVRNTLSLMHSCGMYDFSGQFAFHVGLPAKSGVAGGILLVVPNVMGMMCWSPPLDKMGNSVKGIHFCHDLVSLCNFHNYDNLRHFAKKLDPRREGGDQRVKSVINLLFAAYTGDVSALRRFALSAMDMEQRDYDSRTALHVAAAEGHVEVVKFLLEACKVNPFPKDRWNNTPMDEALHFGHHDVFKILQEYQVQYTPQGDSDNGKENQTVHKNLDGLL
#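 hKGA; 45 mM KH2PO4 pH 8.2 + 0.02% Tween-20; cpd via pin tool; 1 mM Gln soln; GluOx/HRP/Amplex Red; RT 30 min; fluor. t0 & final.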
# ERG-DNA inh: qHTS for Small Molecule Inhibitors of the ERG Ets/DNA interaction; Potency, µM (titrated, usually from 76.9 µM), for inactives: at the top dose FP activity, negative = inhibition, hits mostly inhibitors; fluorescence polarization, His-ERG Ets domain / labelled DNA; AID 624246, 2012; Transcriptional regulator ERG (Homo sapiens), P11308; 0.028% of 370,000 active; active means well fitted inhibition curve with a large enough effect in the polarisation, with a control signal flat; inconclusive means small, poorly fitted or top-dose-only effect, or effect the other way, or a change in a side signal; inactive means no such curve, though single readings can be large or run the other way; the % refers to the polarisation;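 further: polarization taken with two DNA probes labelled with fluorescein and Texas red; % of control where 0% means no effect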
#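 His-tagged ERG Ets domain (1 uM in the protein solution; 300mM KCl, 50mM Tris-HCl, 1mM EDTA, 1mM DTT, pH 7.5) received compound, then a probe mix of 5 nM fluorescein-DNA and 100nM Texas-615-DNA. Fluorescence polarization was read for both dyes.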
# Pin1 inhibitor: qHTS Assay to Find Inhibitors of Pin1; 0.009% of 390,000 active; AID 504891, 2011; Potency, µM (top dose mostly 115 µM), for inactives: at the top dose activity, negative = inhibition, most hits filed as inhibitors; Peptidyl-prolyl cis-trans isomerase NIMA-interacting 1 (Homo sapiens), Q13526; Pin1 FP peptide displacement, HiFluor488, 10 min; active means well fitted inhibition curve with a large enough effect in the polarisation, with a control signal flat, not every such curve was filed as active; inconclusive means small, poorly fitted or top-dose-only effect, or effect the other way, or a change in a side signal; inactive means no such curve, though single readings can be large or run the other way; the % refers to the polarisation; further: on the % scale 0 is the no-effect control and ±100 the full control effect
# rTrxR1 inhibitor: qHTS Assay for Inhibitors of Mammalian Selenoprotein Thioredoxin Reductase 1 (TrxR1): qHTS | 1% of 390,000 active | recombinant rTrxR1, NADPH fluorescence consumption, selenite substrate | Potency, µM (highest dose often 114 µM), for the others: at the top dose activity change, negative = inhibition, usual class: inhibitors; further: on the % scale 0 is the no-effect control and ±100 the full control effect; nearly all actives have a fitted effect of over 65% in size
#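 Rat TrxR1 (90 nM in the dispensed reagent) was pre-reduced with 400 uM NADPH for 5 min at room temperature, then incubated with compound for 15 min. After 400 uM selenite was added, NADPH fluorescence (Ex 340/Em 450 nm) was followed for 8 min.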
# Numbers without * were called inactive; i = inactive; ? = inconclusive; nt = no result given; & = joins results of further samples; [ ] = another dose, or the depositor's remark. Unless noted, the call rests on the fitted dose curve; in most records, active means well fitted curve in the direction sought with a large enough effect; inconclusive means small, poorly fitted or top-dose-only effect, or another doubt; inactive means no such curve, though single readings can be large; an effect the other way counts as inactive or inconclusive. Potency means the concentration at half of the fitted maximal effect.
SMILES,12-LOX inh,HP1b binding inh,Tb PGK inh,RGS4 inh,JMJD2A Tudor inh,GLS inh,ERG-DNA inh,Pin1 inhibitor,rTrxR1 inhibitor
O=C(NN1C(=O)C2C3C=CC(C3)C2C1=O)c1ccco1 (centres undefined),0.6%,32.9%,10.5%,27.2%,-0.7%,-4.9%,3.4%,2.6%,-17.4%
COc1ccccc1CN1CCCCCC1,?,?,-8.3%,6.0%,1.26µM*,4.8%,-6.2%,-13.2%,7.9%[57.1 µM]
CCOc1ccc(CCNC(=O)Cn2c(-c3cccs3)cc3ccccc32)cc1,-5.4%,23.7%,-1.6%,-7.0%,-9.6%,3.2%,-3.5%,-0.1%,10.1%
Cc1ccccc1C(=O)Nc1nnc(S(=O)(=O)N(C)Cc2ccccc2)s1,-14.6%,23.3%,6.5%,0.9%,-2.3%,-12.8%,-11.0%,-3.0%,8.0%
O=C(NCCN1CCOCC1)C1CCN(c2ncnc3c2sc2cccc(F)c23)CC1,5.2%,32.2%[activator],3.5%,3.2%,-19.1%,-0.5%,-3.3%,7.9%,20.1%
O=C(Nc1cccc(-c2nc3ccccc3o2)c1)c1cc([N+](=O)[O-])ccc1N1CCOCC1,-15.5%&-14.0%,20.5%,-2.9%,-5.4%,-28.0%,-1.9%,-2.5%,4.8%,10.6%
O=C(Cc1cccc(NC(=O)C2CCN(C(=O)C3CCCC3)CC2)c1)Nc1cccc(C(=O)N2CCCCC2)c1,-7.3%,31.6%[activator],-1.1%,41.9%,-14.5%,1.3%,-5.9%,-0.1%,21.8%
Nc1ccc(CSc2ccc(Cl)cc2)c(Cl)c1,0.5%,129.0%[activator],-0.4%,-0.1%,28.7%,0.7%,-0.7%,4.4%,39.3%[activator]
CCOc1ccc(C2CC(=O)c3c([nH]c(C(=O)OC4CCC(C)CC4)c3C)C2)cc1 (centres undefined),0.3%,17.6%,-1.0%,8.4%,-12.7%,-0.9%,-1.9%,1.3%,1.8%
Cc1cc(C)c2c(N)c(C(=O)c3ccc(Cl)c(Cl)c3)sc2n1,-7.3%,34.8%,2.3%,1.2%,-15.0%,10.7%,2.4%,-6.4%,3.5%
Cc1cc(C)cc(N(CC(=O)NCCSCc2ccco2)S(C)(=O)=O)c1,1.8%,22.8%,-3.8%,6.0%,-22.4%,8.3%,13.1%,0.5%,-0.1%
COc1cccc(/C=C2\SC(=O)N(CCC(=O)NNC(=O)c3cccc(Cl)c3)C2=O)c1,9.8%,42.0%[activator],-5.1%,-45.3%,-27.5%,-4.2%,-8.3%,-2.1%,-12.3%[57.1 µM]
COc1cc(/C=N/NC(=O)CCC(=O)Nc2ccc(Br)cc2)ccc1O,7.5%,26.2%,-1.0%,-11.2%,-2.4%,?,-5.9%,0.1%,-0.2%[57.1 µM]
CCc1cc(C(=O)N=Nc2c(O)[nH]c3c(Br)cc(Br)cc23)c2ccccc2n1,-19.7%,-16.1%,1.2%,38.1%,?,8.0%,1.5%,1.6%,12.7%[57.1 µM]
CCCCCn1c(CN2CCN(C(=O)OCC)CC2)nc2c1c(=O)n(C)c(=O)n2C,14.8%,22.9%,nt,19.4%,-14.1%,13.8%,nt,0.0%,0.1%
Cc1ccc2nc(NCC(N)=O)nc(-c3ccccc3)c2c1,318.9%[activator],34.9%,-4.2%,3.4%,2.9%,2.0%,-8.4%,1.8%,21.2%
CC1=C(C(=O)OC2CCCC2)C(c2ccccc2Cl)CC(=O)N1 (centres undefined),-18.8%,16.2%,1.6%,-14.1%,-0.3%,5.0%,-1.0%,6.5%,4.4%
COc1ccc(-c2cc(C(=O)N3CCCc4ccccc43)no2)cc1,2.1%,64.7%[activator],-2.9%,11.9%,11.8%,2.4%,-2.3%,-3.5%,-11.0%
CCC1OC(c2ccc([N+](=O)[O-])cc2)=Nc2ccccc21 (centres undefined),?,-16.8%,1.5%,-6.4%,?,4.0%,-6.3%,4.5%,-7.2%
CCOc1ccc(CCNC(=O)Cn2ncc3c(=O)oc4ccc(C)cc4c32)cc1,-4.3%,23.1%,i,-6.8%,-15.6%,3.4%,-0.4%,4.3%,4.6%
O=C(CSc1ccc2nc(-c3ccccc3)cn2n1)Nc1ccccc1,-22.2%,14.4%,i,13.1%,-2.6%,-11.3%,4.0%,-1.7%,41.4%[activator][57.1 µM]
Cc1ccc(NC(=S)Nc2ncccc2C)c(C)c1,8.91µM*,-26.6%,-14.5%[11.5 µM],-22.9%,56.2µM*,-5.0%,nt,-10.2%,?
COc1ccc(C(=O)N(C)c2c(C)n(C)n(-c3ccccc3)c2=O)cc1OC,7.6%,35.8%,-4.0%,-1.4%,-6.7%,0.0%,1.0%,1.3%,13.0%
Cc1ccc(-c2cc(C(=O)Nc3ccc4c(c3)OCCO4)c3ccccc3n2)cc1,?,15.7%,-1.1%,-28.4%,?,-4.3%,3.8%,21.0%,-5.1%
CN(CCOc1ccccc1)C(=O)c1cc(COc2c(F)cccc2F)on1,1.3%,53.0%[activator][57 µM],-6.5%,1.0%,76.0%[activator],8.7%,-1.7%,-0.7%,18.8%
COc1ccccc1N1CN(S(=O)(=O)c2ccc(C)cc2)c2nc3ccccc3nc21,-12.2%,49.2%[activator],0.3%,-3.9%,1.4%,-10.3%,6.2%,17.5%,24.0%[57.1 µM]
COc1cc2nc(C)sc2cc1SC,0.0%,?,-4.4%,-55.7%[56.9 µM],?,49.4%[activator],3.9%,-2.2%,9.5%
CCNC(=O)COc1cc(C)c(Br)c(C)c1,17.1%,11.6%,-4.0%,-1.9%,-0.7%,-2.6%,3.7%,-1.7%,18.2%
Cc1nnc(NC(=O)CSc2nnc(CC(=O)Nc3ccccc3Cl)n2C)s1,-3.5%,32.8%,11.0%,20.0%,0.0%,-7.0%,-12.1%,3.2%,16.4%[57.1 µM]
CC(C)(C)OC(=O)N1CCc2nc(N3CCN(c4ncccn4)CC3)ncc2C1,-11.2%,44.2%[activator],-5.0%,-16.5%,9.1%,-5.8%,-1.0%,-6.6%,12.7%
COC(=O)c1cccc(C(=O)N2CCCC(C(=O)c3cccc(OC(C)C)c3)C2)c1 (centres undefined),-20.0%,33.5%[activator],-8.0%,-6.7%,-9.7%,-2.7%,-5.7%,-6.3%,-8.9%
NS(=O)(=O)c1ccc(N=C2C(=O)Nc3ccccc32)cc1,12.1%[57.4 µM],70.3%[activator],i,-10.8%,-12.4%,2.9%,3.0%,-2.5%,7.5%
COc1cc2c(cc1OC)/C(=C/c1ccc(Br)cc1)C(=O)OC2,?,9.7%,-9.7%,-12.5%,?,13.4%,2.9%,29.5%,7.7%[57.1 µM]
O=C(NCCCN1CCCC1=O)c1cc(S(=O)(=O)N2CCOCC2)c(Cl)cc1Cl,?,39.5%[activator],-9.4%,20.3%,-9.6%,-3.3%,-3.8%,-4.8%,0.7%[57.1 µM]
O=C1C=C(NNC(=O)c2ccccc2Br)CCC1,12.2%,38.7%,-9.8%,-16.6%,0.0%,0.0%,10.9%,?,-19.0%
Cc1ccc2nc(N(CCCN(C)C)C(=O)CN3C(=O)c4ccccc4C3=O)sc2c1,-12.9%,-1.9%[57 µM],2.2%,-15.4%,?,-4.4%,-3.5%,7.0%,20.1%
CN(C(=O)c1ccccc1C(=O)OCC(=O)c1ccccc1)c1ccccc1,15.4%,40.6%,3.9%,-7.0%,-9.5%,-2.7%,-1.6%,-1.0%,16.8%
Nn1c(Cc2ccccc2)nc2ccccc2c1=O,-46.8%,18.7%,-3.4%,2.0%,-4.0%,7.2%,-2.5%,6.2%,5.0%[57.1 µM]
COc1cccc(CN2CCN(CC(=O)Nc3ccccc3Cl)CC2)c1,-1.9%,40.6%[activator],i,-31.0%[11.4 µM],-2.1%[11.4 µM],-20.0%,-2.1%,5.1%,9.9%[57.1 µM]
Cc1c(-n2cc(C(=O)O)c(=O)c3cc(F)c(N4CCCC(O)C4)c(F)c32)c(=O)n(-c2ccccc2)n1C (centres undefined),-18.3%,47.6%[activator],i,-1.7%,-2.1%,-10.7%,3.6%,-12.0%,-19.0%
N#Cc1ccc(C(=O)N2CCN(C(=O)C3CCCO3)CC2)cc1 (centres undefined),2.6%,21.2%,-5.3%,5.2%,-12.8%,-1.6%,3.6%,-7.0%,18.9%
Cc1cc(C)c2c(N=NN3CCOCC3)[nH]nc2n1,?,28.0%,-6.2%,-13.3%,22.8%,7.9%,-4.6%,2.9%,-0.6%[57.1 µM]

# The list is partial. The share of hits here may be higher or lower than overall.
